# WRN inhibitor: WRN helicase (human) inhibition. Q14191. WRN helicase unwinding, fluorescent forked duplex, kinetic. Potency, µM (titrated, usually from 114 µM), without a hit: top-dose activity change, negative = inhibition, most hits filed as inhibitors. hit rate 0.46% among 360,000. AID 651768; also: potency is read from the fitted curve at half-maximal effect; % is scaled to controls: 0 for no effect and ±100 for the full control effect; nearly all actives have a fitted effect of over 55% in size
#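 Enzyme (20 nM final) and test compound sit together 15 min at room temperature before substrate addition. Substrate is a single-forked duplex oligonucleotide (100 nM) labelled with fluorophore and quencher, with 2 mM ATP; helicase unwinding raises red fluorescence, read kinetically.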
# EPAC1 agonist: agonists of human EPAC1; O95398; EPAC1 agonist qHTS, biochemical assay; response scale: 100% = response to 6.5 mM cAMP; Potency, µM (titrated, usually from 154 µM), without a hit: top-dose activation, hits mostly activators; hit rate 0.073% among 360,000; AID 720707; also: potency is read from the fitted curve at half-maximal effect; nearly all actives have a fitted effect of over 60% in size
#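 Nucleotide exchange assay: 100 nM EPAC1 with 250 nM Rap1B loaded with BODIPY-GDP and 50 uM GDP, room temperature. Fluorescence (480/540 nm) read every 5 min for 30 min; signal change normalized to 6.5 mM cAMP as full agonist.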
# MmCpn inh: M. maripaludis TRiC chaperonin inhibition | purified Mm-Cpn ATPase, ADP Transcreener TR-FRET | hit rate 0.031% among 330,000 | Potency, µM (series often up to 76.9 µM), for inactives: at the highest dose activity, negative = inhibition, hits mostly inhibitors | AID 504842; also: potency is read from the fitted curve at half-maximal effect; % is scaled to controls: 0 for no effect and ±100 for the full control effect; nearly all actives have a fitted effect of over 80% in size
#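 Eu-cryptate anti-ADP/ADP-d2 competition gives a ratio inversely related to ADP. Enzyme at 25 nM was pre-exposed to compound for 10 min, then given 10 uM ATP for 30 min, 37°C throughout.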
# EPAC1 antag: EPAC1 (human) antagonism | O95398 | EPAC1 GEF assay, Rap1b-BODIPY-GDP exchange fluorescence | Potency, µM (top dose mostly 115 µM), inactives show at the top dose activity change, negative = inhibition, most hits filed as inhibitors | hit rate 0.14% among 360,000;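 also: potency is read from the fitted curve at half-maximal effect; plate controls were vehicle for no effect and positive control for full effect; nearly all actives have a fitted effect of over 50% in size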
# PI5P4K alpha inh: blocks human PI5P4K alpha kinase activity | P48426 | PI5P4Kalpha enzyme, ADP-Glo luminescence, 60 min; hits give low values | max response, % | hit rate 1.2% among 330,000; active = max response of -50% or lower; inconclusive = between -30% and -50%; inactive = -30% or higher; also: value at the top dose of about 77 µM; % is scaled to controls: 0 for no effect and ±100 for the full control effect
# Target sequence (P48426 whole entry, looked up): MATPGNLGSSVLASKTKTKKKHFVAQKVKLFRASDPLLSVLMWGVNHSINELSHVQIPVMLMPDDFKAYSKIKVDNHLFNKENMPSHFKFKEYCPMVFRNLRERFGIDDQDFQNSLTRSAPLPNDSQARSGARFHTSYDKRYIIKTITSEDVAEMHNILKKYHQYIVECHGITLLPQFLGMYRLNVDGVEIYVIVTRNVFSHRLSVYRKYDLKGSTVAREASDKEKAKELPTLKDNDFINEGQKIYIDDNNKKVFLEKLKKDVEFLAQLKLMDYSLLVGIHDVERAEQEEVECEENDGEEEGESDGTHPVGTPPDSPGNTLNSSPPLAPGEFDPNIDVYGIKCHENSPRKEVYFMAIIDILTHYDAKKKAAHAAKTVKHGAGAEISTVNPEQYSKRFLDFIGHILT
#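 Enzyme plus substrate dispensed, test compounds pinned in, then ATP (5 microM final) added. After 60 min at RT, ADP-Glo reagent 1 for 45 min and reagent 2 for 30 min preceded luminescence imaging.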
# PLK1 PBD block: inhibitors of human PLK1 polo-box domain binding. Potency, µM, without a hit: max response, negative = inhibition, usual class: inhibitors. Plk1 PBD binding of FITC phosphopeptide, fluorescence polarization. P53350. hit rate 2.8% among 360,000; also: potency is read from the fitted curve at half-maximal effect; series mostly up to about 57 µM; % is scaled to controls: 0 for no effect and ±100 for the full control effect; nearly all actives have a fitted effect of over 65% in size
# Target sequence (P53350 whole entry, looked up, the tested form may be a part): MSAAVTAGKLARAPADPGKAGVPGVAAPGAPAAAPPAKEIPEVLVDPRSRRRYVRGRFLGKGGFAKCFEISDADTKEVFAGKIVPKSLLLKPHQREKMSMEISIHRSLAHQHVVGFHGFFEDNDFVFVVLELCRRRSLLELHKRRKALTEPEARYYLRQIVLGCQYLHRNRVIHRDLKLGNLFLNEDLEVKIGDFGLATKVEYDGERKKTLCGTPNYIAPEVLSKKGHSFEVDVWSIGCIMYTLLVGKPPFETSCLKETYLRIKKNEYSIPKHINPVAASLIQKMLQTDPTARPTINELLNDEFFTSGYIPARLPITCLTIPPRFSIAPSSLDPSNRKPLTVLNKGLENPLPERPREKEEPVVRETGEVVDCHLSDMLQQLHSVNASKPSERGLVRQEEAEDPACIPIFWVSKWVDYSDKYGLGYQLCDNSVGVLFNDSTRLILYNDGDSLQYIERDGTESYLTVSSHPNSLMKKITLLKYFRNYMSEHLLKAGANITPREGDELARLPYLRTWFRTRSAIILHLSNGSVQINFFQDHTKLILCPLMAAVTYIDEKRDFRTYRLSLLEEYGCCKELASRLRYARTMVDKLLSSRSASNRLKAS
# CCT modulator: cytosolic chaperonin activity modulation; purified chaperonin ATPase assay, HTRF ADP detection, 30 min; activity change, % (concentration not given with the values), hits read low; hit rate 0.3% among 360,000; AID 651819; in the data active = activity change below about -30%; also: % is scaled to controls: 0 for no effect and ±100 for the full control effect
#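 ATPase activity: ADP formed was measured by HTRF Transcreener (665/615 nm ratio) after 30 min at 37 deg C with 10 uM ATP. Compounds screened at one 76 uM concentration against 40 or 20 nM TRiC in Tris pH 7.4/KCl/MgCl2/DTT buffer.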
# EPAC2 antag: blocks human EPAC2 exchange factor; Q8WZA2; Potency, µM (series often up to 114 µM), for the others: at the highest dose activity, negative = inhibition, most hits filed as inhibitors; AID 720708; EPAC2 GEF exchange of Rap1B-BODIPY-GDP, fluorescence; hit rate 0.18% among 360,000; also: potency is read from the fitted curve at half-maximal effect; % is scaled to controls: 0 for no effect and ±100 for the full control effect; nearly all actives have a fitted effect of over 45% in size; many of its hits are not listed in these tables
# An asterisk follows results filed as active; ? = inconclusive; / = no result given; & = joins results of further samples; [ ] = dose if it differs, or a comment. Unless noted, calls follow the shape of the dose curve; as a rule, active = well fitted curve in the direction sought with a large enough effect; inconclusive = small, poorly fitted or top-dose-only effect, or another doubt; inactive = no such curve, though single readings can be large; an effect the other way counts as inactive or inconclusive. The list is partial, so the mix of outcomes need not match the whole.
# Preview:
SMILES,WRN inhibitor,EPAC1 agonist,MmCpn inh,EPAC1 antag,PI5P4K alpha inh,PLK1 PBD block,CCT modulator,EPAC2 antag
S=C(c1c[nH]c2ccccc12)N1CCCC1,-5%,2%,1%,-9%,-8,-5%,-1.7,0%
Cc1nc(N2CCCCC2)c(C#N)c(C)c1[N+](=O)[O-],-9%,-8%,-4%,-8%,-2,-3%,2.4,-18%
Cc1cc(NC(=O)CSc2cc(C)c3ccccc3n2)no1,4%,1%,-9%,11%,-2,-28%,-2.0,-8%

# The whole of this part, from the first entry:
SMILES,WRN inhibitor,EPAC1 agonist,MmCpn inh,EPAC1 antag,PI5P4K alpha inh,PLK1 PBD block,CCT modulator,EPAC2 antag
S=C(c1c[nH]c2ccccc12)N1CCCC1,-5%,2%,1%,-9%,-8,-5%,-1.7,0%
Cc1nc(N2CCCCC2)c(C#N)c(C)c1[N+](=O)[O-],-9%,-8%,-4%,-8%,-2,-3%,2.4,-18%
Cc1cc(NC(=O)CSc2cc(C)c3ccccc3n2)no1,4%,1%,-9%,11%,-2,-28%,-2.0,-8%
Cc1cc(=O)n2[nH]c(C)c(-c3ccc(Cl)cc3)c2n1,-9%,7%,1%,7%,/,-11%,0.7,10%
COc1ccccc1C(=O)N(CN1CCCC1=O)c1cccc(Cl)c1,9%,7%,0%,-5%,/,-11%,-3.7,-5%
Cc1ccc(S(=O)(=O)N2CC(=O)NC(=O)C2)cc1,4%,-4%,1%,9%,-10,7%,0.6,1%
COc1ccc(CC(N)c2csc(NC(=O)Nc3ccc(F)cc3)n2)cc1 (centres undefined),0%,-3%,/,-12%,-8,-14%,0.3,-6%
CC1(C)CC2(CC(C)(C)N1)OC(=O)N1CCc3ccccc3C12C (centres undefined),3%,4%,-1%,-12%,-8,-6%,-2.7,-7%
CCCCC(CC)CNC(=O)c1[nH]c(C)c(C(C)=O)c1C (centres undefined),1%,-11%,0%,-8%,2,-4%,-4.2,5%
Cc1ccc(S(=O)(=O)n2nc(OC(=O)c3c(-c4ccccc4Cl)noc3C)cc2N)cc1,5%,10%,3%,4%,?,2.7µM*,-0.4,-1%
COc1ccc2[nH]c(C)c(CCNC(=S)Nc3ccccc3OC)c2c1,0%,4%,-5%,-9%,0,0%,4.4,-25%[57.1 µM]
Cc1ccc(C(=O)Nc2cccc(S(=O)(=O)N(C)c3ccccc3)c2)o1,-4%,5%,-3%,0%,3,0%,-0.6,-7%
COC(=O)/C=C1/C(=O)N/C(=N\c2nc(C)cc(C)n2)N1c1ccc(OC)cc1,2%,-2%,1%,27%,-4,-4%,0.7,9%
Cc1nn(-c2ccccc2)c(N)c1C(c1ccccc1)c1c(C)nn(-c2ccccc2)c1N,-5%,2%,-3%,-9%,2,3%,-0.6,7%
CC(=O)N1CCCc2cc(S(=O)(=O)N3CCCC(C(=O)N4CCN(c5ccccc5)CC4)C3)ccc21 (centres undefined),13%,6%,1%,14%,1,-2%,-0.7,6%
O=C(CCCN1C(=O)/C(=C/c2ccc3c(c2)OCO3)SC1=S)Nc1cccc(C(=O)O)c1,-3%[11.6 µM],5%,-2%,-26%,-14,-10%,-0.9,4%
Cc1ccc(NC(=O)CSc2nnc(C)n2-c2ccccc2)cc1,9%,-27%,2%,-9%,1,-26%,-0.5,7%
Cc1ccc(NC(=O)CN2CCN(C(=O)c3ccco3)CC2)cc1S(=O)(=O)N(C)C,?,4%,/,-14%,1,-14%,0.5,4%
COc1ccc(NC(=O)c2c[nH]c(=O)n(-c3ccc(C)c(C)c3)c2=O)cc1OC,-2%,-6%,2%,-6%,5,1%,0.5,-9%
CCCNC(=O)C(Cc1ccccc1)NC(=O)c1ccc(-c2ccccc2)cc1 (centres undefined),-7%,-15%,2%,3%,0,9%,-1.9,3%
COc1ccccc1Nc1nc(Cl)nc(NC(C)(C)C)n1,-12%,8%,-5%,-11%,3,-2%,0.7,-13%
C[C@H](CO)N1C[C@H](C)[C@@H](CN(C)C(=O)Nc2ccccc2)Oc2ccc(NC(=O)Nc3ccc4c(c3)OCO4)cc2C1=O,-12%,-9%,-2%,-9%,3,4%,-0.7,1%
Cc1nn(Cc2noc(C(=O)NCc3ccccn3)n2)c(C)c1Br,3%,4%,0%,15%,8,-6%,-0.2,6%
O=C(Cn1nnc(-c2ccccc2)n1)N1CCN(c2ccc(F)cc2)CC1,-8%,2%,0%,-28%,7,-9%,-0.8,-3%
Cc1cccc2c1cnn2C(=O)Nc1ccccc1Cl,1%,5%,1%,-14%,2,-2%,-0.4,-6%
# The results go on.
SMILES,WRN inhibitor,EPAC1 agonist,MmCpn inh,EPAC1 antag,PI5P4K alpha inh,PLK1 PBD block,CCT modulator,EPAC2 antag
CCOC(=O)c1c(C)c(C(=O)NCCN2CCOCC2)c(C)n1CC,4%,5%,-3%,-2%,/,-8%,-1.2,-1%
COc1ccc(CCNc2cc(C)nc3c(-c4ccc(Cl)cc4)c(C)nn23)cc1OC,-13%,5%,-1%,-10%,5,3%,6.0,1%
O=C(N[C@H]1CCC(=O)N(CCSc2ccc(Br)cc2)CC1)OCc1ccccc1,-7%,15%,-1%,-8%,3,-8%,-1.3,-16%
Cc1ccccc1OCC(=O)N1CCC2(CC1)CC(=O)c1ccccc1O2,-2%,12%,0%,3%,10,-3%,-0.5,-6%
O=C(OCCc1cc2ccccc2c(=O)o1)c1ccc2c(c1)OCO2,-11%,7%,?,-5%,-1,-1%,0.7,-9%
COc1ccc(Nc2cc(=O)n(C3CCCCC3)c(=O)[nH]2)c(OC)c1,5%,-2%,0%,2%,-6,-5%,1.4,0%[57.1 µM]
CCOC(=O)c1c(C)n(-c2ccc(C)cc2)c2c(C(C(C)=O)C(=O)O)c(Br)c(O)c(O)c12 (centres undefined),-25%,0%,2%,0%,-8,?,-3.3,-2%
Cc1ccccc1S(=O)(=O)Cc1ccc(C(=O)NCCCOC(C)C)o1,-16%,-1%,-7%,4%,0,-8%,0.6,10%
Cc1ccc(C(=O)CC2(O)C(=O)Nc3ccccc32)s1 (centres undefined),7%,6%,-1%,9%,-55*,-8%,1.9,13%
CC1(C)CC(=O)C2=C(C1)Nc1cc(C(=O)c3ccccc3)ccc1NC2c1ccccn1 (centres undefined),-1%,2%,-2%,-11%,5,-5%,0.1,-1%
O=C(Cn1c[n+](CC(=O)c2ccc([N+](=O)[O-])cc2)cn1)c1ccc([N+](=O)[O-])cc1,8%&-6%,-10%&-4%,0%&-3%,0%&-1%,?,-8%,-0.9&1.9,3%&-20%
O=C(O)c1cccc(S(=O)(=O)N2CCCC(c3nc4c(nnn4Cc4ccc(F)cc4)c(=O)[nH]3)C2)c1 (centres undefined),-8%,-2%,4%,?,-18,-3%,0.5,0%
Cc1c(C(=O)N2CCN(c3ccccc3F)CC2)sc2nc(-c3ccccc3)cn12,6%,12%,0%,16%,-5,-6%,2.0,0%
NC(=O)c1c(NC(=O)C2CC=CCC2C(=O)O)sc2c1CCCCC2 (centres undefined),-16%,9%,-2%,2%,-53*,27µM*,1.2,6%
Cc1ccc(-c2csc3ncnc(SCC(=O)NCc4ccc5c(c4)OCO5)c23)cc1,-6%,11%,2%,7%,/,-2%,-1.8,0%
Nn1c(SCC(=O)NCCC2=CCCCC2)nnc1C1CCCCC1,-11%,-2%,0%,-12%,-2,0%,-2.2,-3%
O=C(NNC(=O)c1ccc(NC(=O)c2ccccc2)cc1)c1ccccc1,-15%,0%,-4%,-7%,-8,-1%,1.2,2%
N#C/C(=C\c1ccc(N2CCOCC2)o1)c1ccccc1,-11%,17%,1%,6%,/,12%,-1.1,-1%
COC(=O)c1ccccc1NC(=O)C(C)n1nc(C)c2c(C)n(-c3ccccc3)nc2c1=O (centres undefined),-9%,7%,-8%,-14%,5,3%,-1.1,-24%
COc1ccc(-c2cnc(C(O)c3ccc(OC)c(F)c3)[nH]2)cc1 (centres undefined),-1%,1%,/,6%,0,3%,-1.4,12%
O=C(Nc1nccs1)c1cccnc1Cl,-6%,-2%,1%,-18%,3,-2%,-4.8,5%
COc1cc(OC)cc(C(=O)NCCCn2ccnc2)c1,9%,-3%,1%,-9%,3,-16%,-3.4,-6%
N#CCn1cc(/C=N/NC(=O)c2cc3c(ccc4ccccc43)o2)c2ccccc21,-1%,2%,-18%,?,-5,-18%,-1.3,8%
O=C(c1ccc([N+](=O)[O-])s1)N1CCN(c2ccccn2)CC1,-1%,0%,-2%,1%,0,-14%,-3.2,3%
CCN1C(=O)CC(N2CCC(C(=O)OC)CC2)C1=O (centres undefined),-11%,-4%,2%,10%,-4,0%,-0.2,13%
# Continuation:
SMILES,WRN inhibitor,EPAC1 agonist,MmCpn inh,EPAC1 antag,PI5P4K alpha inh,PLK1 PBD block,CCT modulator,EPAC2 antag
CN(C)C(=S)NCc1ccccc1,?,-7%,-2%,7%,-54*,2.7µM*,-1.0,-1%
Cc1nc2ccccn2c1-c1ccnn1S(=O)(=O)c1ccc(F)cc1,-3%,-2%,-3%,-3%,-3,5%,-0.8,-29%
C#CCOC(=O)C[N+](C)(C)C/C=C/c1ccccc1,0%,4%,-1%,-6%,1,-12%,-0.6,1%
Cc1csc2c(NCCCN3CCOCC3)ncnc12,-11%,-8%,0%,-16%,1,1%,0.0,-3%
COc1ccc(-c2ccccc2)c2oc(-c3ccco3)cc(=O)c12,-9%,3%,/,12%,?,-17%,0.7,-17%
CCN(C(=O)CSc1nc2cc(C(=O)O)ccc2c(=O)n1Cc1ccccc1)c1ccccc1,-1%,6%,0%,-6%,-53*,-15%,-4.4,3%
Fc1ccc(Nc2nnc(-c3ccncc3)s2)cc1Cl,-8%,10%,/,-28%,0,-7%,-1.4,-4%
CCCn1cc(S(=O)(=O)c2ccc(OC)cc2)c(=O)c2cc(OC)ccc21,6%,-3%,-3%,-11%,-2,-14%,-1.3,3%
CC(C)(C)c1ccc(/C=C(\c2nc3ccccc3[nH]2)S(=O)(=O)c2ccccc2)cc1,-6%,-1%,/,?,2,-14%,-4.0,3%
CC(C)N1CCc2c(sc(N)c2C#N)C1,2%,4%,-1%,7%,/,-13%,-0.4,24%
CSc1nc(Cc2ccccc2)nc2ccccc12,2%,11%,-3%,-2%,6,-23%,-1.0,?
CCCC(c1nnnn1CCOC)N1CCN(Cc2ccccc2)CC1 (centres undefined),-2%,5%,-1%,-3%,6,?,-3.5,3%
Cc1ccc(NC(=O)CSc2nc3ccccc3c3nc(CCc4c(C)n[nH]c4C)nn23)cc1F,-24%,-16%,2%,-30%,/,-5%,0.2,-3%
CCN(CC)CCOC(=O)c1cccc(Cl)c1,9%,-1%,0%,-9%,0,1%,-1.3,-1%
NS(=O)(=O)c1cc(C(=O)OCC(=O)NNC(=O)c2ccccc2)ccc1Cl,1%,10%,2%,2%,0,-6%,-0.1,2%
